TRb-SRC2 inh: TRbeta-SRC2 interaction inhibition; P10828; TRbeta-SRC2 peptide binding, fluorescence polarization; receptor liganded with 1 µM T3; Potency, µM (titrated, usually from 106 µM), for the others: at the highest dose activity change, negative = inhibition, most hits filed as inhibitors; 280,000 compounds, 0.065% hits; AID 1469;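 note: potency is the fitted concentration of half-maximal effect; plate controls were bound peptide for no effect and peptide without receptor for full effect; nearly all actives have a fitted effect of over 50% in size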
Target sequence (P10828 whole entry, looked up): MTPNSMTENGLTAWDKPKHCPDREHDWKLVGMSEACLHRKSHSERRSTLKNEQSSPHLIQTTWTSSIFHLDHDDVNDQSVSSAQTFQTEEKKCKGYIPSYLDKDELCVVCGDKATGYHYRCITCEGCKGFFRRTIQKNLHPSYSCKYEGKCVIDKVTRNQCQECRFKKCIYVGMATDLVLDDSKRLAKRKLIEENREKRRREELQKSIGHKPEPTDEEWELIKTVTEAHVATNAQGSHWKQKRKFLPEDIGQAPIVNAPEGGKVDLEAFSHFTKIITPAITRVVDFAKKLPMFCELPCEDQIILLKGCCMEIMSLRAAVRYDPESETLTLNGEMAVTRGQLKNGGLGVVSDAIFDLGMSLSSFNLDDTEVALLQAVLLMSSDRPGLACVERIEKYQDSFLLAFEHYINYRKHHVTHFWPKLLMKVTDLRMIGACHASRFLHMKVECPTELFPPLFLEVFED
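Human TRb ligand-binding domain (0.6 uM) is mixed with 20 nM Texas Red SRC2 peptide and 1 uM T3; after compound addition and 5 hr at ambient temperature, polarization is measured and normalized to unbound and bound controls.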
Tau FP inhib: tau fibrillization inhibition (FP); Potency, µM (highest dose often 57.7 µM), inactives show top-dose activity, negative = inhibition, most hits filed as inhibitors; P10636; 280,000 compounds, 0.39% hits; K18 P301L tau heparin fibrillization, Alexa594 FP, 6 h; note: potency is the fitted concentration of half-maximal effect; % is set by controls: 0 for no effect and ±100 for the full control effect; nearly all actives have a fitted effect of over 55% in size
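Human tau K18 […] P301L fragment, 15 uM unlabeled plus 0.24 uM Alexa 594-labeled tau (final), with compound and 20 uM heparin in 100 mM sodium acetate pH 7; 6 hr at 37 C, then Alexa 594 FP read.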
Epigenetic derep: epigenetic control regulation, reporter derepression | murine LDR cells, GFP reporter derepression, 30 h | Potency, µM (top dose mostly 53.9 µM), for the others: top-dose GFP activation, hits mostly activators | 280,000 compounds, 0.2% hits; note: potency is the fitted concentration of half-maximal effect; % of control where 0% means no effect; nearly all actives have a fitted effect of over 60% in size
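Derepression of a silenced CMV-GFP reporter in murine LDR cells is scored by enumerating GFP-positive cells with a laser-scanning microplate cytometer after 30 hours of treatment at 37 C.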
NPSR antag: blocks cAMP signaling of the human neuropeptide S receptor | Q6W5P4 | CHO-NPSR cells, cAMP TR-FRET, antagonist mode | Potency, µM (highest dose often 38.3 µM), inactives show at the top dose activity change, negative = inhibition, most hits filed as inhibitors | 220,000 compounds, 1% hits; note: potency is the fitted concentration of half-maximal effect; % is set by controls: 0 for no effect and ±100 for the full control effect; nearly all actives have a fitted effect of over 50% in size; many of its hits are not listed in these tables
TR SRC2 fluor cs: Texas Red fluorescence interference in TRb-SRC2 counter-screen. 280,000 compounds, 0.29% hits. Potency, µM (series often up to 106 µM), inactives show at the top dose fluorescence change, negative = quenching. TRb/SRC2 Texas Red total fluorescence interference; active = well fitted curve in either direction with a large enough effect; inconclusive = small, poorly fitted or top-dose-only effect; note: potency is the fitted concentration of half-maximal effect; % is set by controls: 0 for no effect and ±100 for the full control effect
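Flags fluorescent or light-absorbing compounds by total fluorescence, S + 2P, at 555 nm excitation and 632 nm emission. Mixture: 20 nM Texas Red SRC2 peptide, 0.6 uM human TRb LBD, 1 uM T3, 5% DMSO; compound exposure 5 h at ambient temperature.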
Tau fluor cs: counter-screen for tau fibril formation inhibitors; AID 1463; 280,000 compounds, 0.93% hits; Potency, µM (doses to about 57.7 µM), inactives show at the top dose activity change, negative = decrease; tau K18 P301L (four-repeat tau fragment) Alexa594 fluorescence, heparin fibrillization; note: potency is the fitted concentration of half-maximal effect; % is set by controls: 0 for no effect and ±100 for the full control effect; nearly all actives have a fitted effect of over 55% in size
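Human K18 P301L tau (15 uM unlabeled plus 0.24 uM Alexa 594-labeled, final) in 100 mM sodium acetate pH 7 was mixed with compound and 20 uM heparin and incubated 6 hr at 37 C.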
aGal spleen mod: alpha-galactosidase A (human) modulation; P06280; human spleen homogenate, 4MU-alpha-Gal fluorescence, 40 min; Potency, µM (series often up to 80 µM), inactives show top-dose activity change, negative = inhibition, actives largely listed as inhibitors; 240,000 compounds, 0.008% hits;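 note: potency is the fitted concentration of half-maximal effect; 0% = enzyme with vehicle and -100% = no enzyme basal signal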
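qHTS titration in buffer at pH 5.0. Alpha-galactosidase activity in spleen homogenate was measured via 4-methylumbelliferone release from 1 mM fluorogenic substrate after 40 min at 37C and a pH 10 stop. AC50 came from Hill fits of control-normalized data.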
CBFb-RUNX1 inh: blocks binding between human CBF-beta and RUNX1; Potency, µM (titrated, usually from 59.8 µM), for inactives: top-dose activity, negative = inhibition, most hits filed as inhibitors; AID 1477; AlphaScreen CBFb-His/RUNX1-biotin binding, biochemical; Q01196+Q13951; 230,000 tested, under 10 active; note: % of control where 0% means no effect
Target sequence (Q01196 whole entry, looked up): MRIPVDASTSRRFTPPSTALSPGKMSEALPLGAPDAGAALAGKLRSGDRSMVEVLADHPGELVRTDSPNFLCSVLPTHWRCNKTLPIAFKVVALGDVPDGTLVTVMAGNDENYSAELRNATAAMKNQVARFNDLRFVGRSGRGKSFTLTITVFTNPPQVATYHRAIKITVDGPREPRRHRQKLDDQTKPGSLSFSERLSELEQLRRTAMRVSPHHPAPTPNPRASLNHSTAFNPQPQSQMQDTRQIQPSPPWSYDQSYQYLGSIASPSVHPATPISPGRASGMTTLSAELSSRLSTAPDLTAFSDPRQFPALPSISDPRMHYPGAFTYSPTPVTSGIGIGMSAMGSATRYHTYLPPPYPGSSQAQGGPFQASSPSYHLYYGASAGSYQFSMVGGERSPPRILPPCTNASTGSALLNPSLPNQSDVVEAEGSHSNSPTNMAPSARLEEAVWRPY
Target sequence (Q13951 whole entry, looked up): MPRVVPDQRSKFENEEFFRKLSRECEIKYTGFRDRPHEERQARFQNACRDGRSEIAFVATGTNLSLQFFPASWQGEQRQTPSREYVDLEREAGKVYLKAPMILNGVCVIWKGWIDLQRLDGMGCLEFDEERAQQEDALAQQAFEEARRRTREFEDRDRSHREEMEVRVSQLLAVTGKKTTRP
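Read-out: AlphaScreen. Format: His-CBF-beta with biotinylated RUNX1 (30 nM each) preincubated 20 min, compound 15 min, Ni-chelate plus streptavidin beads 90 min; room temperature throughout.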
* marks the source's active call; other numbers are inactive results; ? = inconclusive; . = not tested or not shown; [ ] = remark or other dose. Unless noted, calls come from the whole dose curve; as a rule, active = well fitted curve in the direction sought with a large enough effect; inconclusive = small, poorly fitted or top-dose-only effect, or another doubt; inactive = no such curve, though single readings can be large; an effect the other way counts as inactive or inconclusive.

Order of results – TRb-SRC2 inh, Tau FP inhib, Epigenetic derep, NPSR antag, TR SRC2 fluor cs, Tau fluor cs, aGal spleen mod, CBFb-RUNX1 inh
- COc1ccc(C(=O)N(Cc2ccc(N(C)C)cc2)Cc2ccco2)cc1Cl
  -5%, 11%, -1.9%, ., 1%, ?, ., .
- CC1=C(C(=O)OC(C)C)C(c2ccccc2Cl)CC(=O)N1 (stereo not given)
  -15%, -4%, -0.7%, -13%[46.1 µM], 4%, -10%, -2%, -12%
- COc1ccc(C(=O)Cn2c(=O)c(CCC(=O)O)nn3c4ccccc4nc23)cc1OC
  -8%, 15%, 0.0%, -6%[46.1 µM], 0%, 4%, -9%, -1%
- Cc1sc(NC(=O)CCl)c(C(=O)c2ccccc2)c1C
  -3%, -13%, -2.0%, 7.9µM*, 3%, -25%, 5%, -5%
- COC(=O)[C@H]1C[C@@H]2CC[C@@H](O)C[C@@H]2N1Cc1c(F)cccc1Cl
  5%, 5%, 1.4%, ., 1%, -19%, 5%, 11%
- O=C(COc1cccc(NC(=O)c2ccccc2)c1)c1ccc(F)cc1
  8%, -12%, 0.1%, -6%, 3%, ?, -3%, 14%
- O=S(=O)(c1cccc(Cl)c1Cl)N1CCCCC1
  0%, 5%, 0.0%, -5%[46.1 µM], 2%, -5%, 1%, 9%
- Cn1c(=O)c2c(nc(N3CCOCC3)n2CC(=O)c2ccccc2)n(C)c1=O
  -11%, 7%, 2.8%, -8%[46.1 µM], -2%, 4%, -13%, 14%
- COc1ccc([N+](=O)[O-])cc1NCc1cccc([N+](=O)[O-])c1
  -8%, 6%, -2.5%, -27%, 0%, ?, 0%, -10%
- Cc1ccnc2nc(C(=O)NC3CCCc4ccccc43)nn12 (stereo not given)
  6%, -10%, 1.1%, 2%, -1%, -7%, -13%, 4%
- COc1ccc(Nc2nc(C)cc(C)c2C(N)=O)cc1
  -5%, -2%, 1.4%, 3%[46.1 µM], -3%, -13%, -1%, -3%
- O=C(c1ccco1)N1CCN(Cc2nnnn2CCc2ccccc2)CC1
  -3%, 3%, 3.0%, -5%[46.1 µM], 1%, 5%, 1%, 3%
- Cc1cccc(C(=O)n2nc(-c3ccco3)nc2NCc2ccccc2)c1
  -2%, -3%, -1.9%, ., 4%, -12%, ., .
- COc1cccc(Cn2c(C)c(CNC3CCCCC3)c(C(=O)O)c2C)c1
  1%, 2%, -4.8%, ., -2%, -2%, ., .
- C=CCOc1ccc(CN(C)CC(=O)N(CC(C)C)c2c(N)n(CC(C)C)c(=O)[nH]c2=O)cc1
  7%, -1%, 2.2%, 19%[46.1 µM], 0%, -7%, -1%, 10%
- O=C(Nc1nccs1)C1CCCN1S(=O)(=O)c1ccc(F)cc1 (stereo not given)
  -13%, -5%, 0.0%, -4%[46.1 µM], -2%, 0%, -6%, -7%
- CC(C)(C)NC(=O)/C=C/c1ccc(C(F)(F)F)cc1
  -4%, 4%, -1.0%, -3%, 3%, -16%, -6%, 3%
- CCN1CCC2(CC1)Oc1c(OC)cccc1C1CC(c3cccnc3)=NN12 (stereo not given)
  11%, 5%, 0.1%, -6%, -2%, -7%, 4%, -2%
- Fc1cc(F)c2ncc3c(-c4ccccc4)nn(-c4cccc(Cl)c4)c3c2c1
  2%, 1%, 3.5%, ., -1%, 7%, ., .
- COc1ccc2c(c1)C(C)=CC(C)(C)N2C(=O)Nc1ccccc1
  ?, ?, -1.0%, -8%, 0%, ?, -1%, -25%
- CCOC(=O)c1cnn(-c2cccc(Cl)c2)c1C1CCN(C(=O)OC(C)(C)C)CC1
  -6%, 9%, 0.8%, ., 2%, -13%, ., .
- O=C(CSc1nnc(-c2ccco2)n1Cc1ccco1)NCc1ccccc1
  -4%, -10%, -1.0%, -1%[46.1 µM], -6%, -13%, -6%, 1%
- CCOC(=O)Cc1csc(NS(=O)(=O)c2ccc3ccccc3c2)n1
  10%, 2%, -1.1%, 10%, 4%, 8%, -6%, -7%
- Cc1ccc(C(=O)C(O)C(c2ccc(C)cc2)N2CCCCC2)cc1 (stereo not given)
  1%, -10%, -2.4%, 1%, -1%, -19%, 3%, 0%
- O=c1ccnc(S/C=C/c2ccccc2)[nH]1
  -24%, 2%, -1.4%, -8%[46.1 µM], -2%, 1%, 3%, -7%
- CCOCCCNC(=O)c1ccc(NC(=O)N2CCCCc3ccccc32)cc1
  -8%, 5%, 1.1%, ., 3%, -1%, ., .
- Clc1ccc(Nc2nc3cccnc3s2)cc1
  0%, 4%, -0.7%[10.1 µM], -6%, 0%, -6%, 0%, 0%
- Cn1c(=O)[nH]c(=O)c2c1ncn2CCN1CCOCC1
  -8%, -4%, -1.6%, 1%[46.1 µM], -1%, -1%, 4%, -3%
- O=C(O)/C(=C\c1ccc(Br)cc1)c1ccc(S(=O)(=O)N2CCCCC2)s1
  -5%, 6%, 0.0%, -5%[46.1 µM], -6%, 1%, 7%, -6%
- CCCc1nnc(-c2cc(OC)c(OC)c(OC)c2)o1
  -4%, 1%, 0.0%, 5%, -1%, -12%, -2%, 3%
- Cc1ccc(S(=O)(=O)NCC(=O)NCC(=O)OC(C(=O)NC(N)=O)C(C)C)cc1C (stereo not given)
  -3%, 7%, 3.9%, 7%, -2%, 18%, 2%, 10%
- CCOc1ccc(Nc2nnc(SCc3nc4ccccc4c(=O)[nH]3)s2)cc1
  0%, 8%, 0.0%, -25%, 1%, ?, 1%, 6%
- COCCn1c(C)cc(C(=O)COC(=O)c2cncc(Br)c2)c1C
  7%, -13%, 0.1%, 0%, 10%, -12%, 2%, 3%
- O=C(Nc1cccc2c1C(=O)NC2=O)c1ccc(S(=O)(=O)N2CCCC2)cc1
  -3%, -5%, 0.8%, 10%[46.1 µM], -3%, -1%, 4%, 5%
- CC(=O)Nc1nonc1-c1nnc(SCC(=O)Nc2ccc(C)cc2)n1-c1ccccc1
  1%, -9%, 1.6%, ., 5%, -28%, ., .
- CCOc1cccc2cc(-c3nc4ccc(C(=O)O)cc4[nH]3)c(=O)oc12
  -5%, -1%, 0.0%, ., -1%, -8%, ., .
- O=C(CC1(C(F)(F)F)OCCO1)Nc1ccc2c(c1)OCO2
  1%, 5%, -1.2%, -1%[46.1 µM], -4%, 9%, -5%, 3%
- CCCNC(=O)c1ccc(OC)cc1OC
  3%, 0%, -1.8%, -6%[46.1 µM], -5%, 0%, 7%, 3%
- CN(C)S(=O)(=O)N1CCN(c2ccc([N+](=O)[O-])cc2)CC1
  4%, 2%, 1.2%, 5%, -4%, -1%, 0%, 1%
- NC(=O)c1sc2nc(-c3cccnc3)ccc2c1N
  5%, 9%, -4.3%, -15%, -9%, -8%, -1%, 14%
- CCCCOc1ccc(C2=NC(c3ccccc3)=Nc3ccc(OC)cc3N2)cc1
  9%, 6%, 5.2%, ., 0%, ?, ., .
- OCC(O)C(O)C(O)C(O)C(O)CO (stereo not given)
  -2%, 1%, 1.1%, ., 0%, -5%, -1%, .
- COC(=O)COc1cc(C)cc2oc(=O)c(CC(=O)OC)c(C)c12
  2%, -3%, 0.0%, -4%[46.1 µM], -2%, 0%, 9%, 13%
- O=C1OC(c2ccc3c(c2)OCO3)N(C(=O)c2ccc(Cl)c(Cl)c2)c2ccccc21 (stereo not given)
  -6%, 2%, 0.3%, ?, 2%, -16%, -4%, -3%
- CCOC(=O)c1c(C)[nH]c(CCC(=O)Nc2ccc(C)c(F)c2)c1C
  -1%, 13%, -1.6%, ., 0%, ?, ., .
- O=C(CSc1nnc(Nc2ccccc2F)s1)c1cc2ccccc2o1
  4%, -14%, 1.1%, -11%, 0%, ?, -12%, -9%
- COc1ccc(C(=O)Nc2ccccc2N2CCOCC2)cc1[N+](=O)[O-]
  -8%, -5%, -3.5%, -6%, -1%, 4%, 3%, -18%
- c1ccc(CCc2ccccc2-c2nc(-c3ccccn3)no2)cc1
  -6%, -3%, 0.0%, 3%[46.1 µM], -2%, -8%, -3%, 25%
- COc1ccc(NC(=O)C2CCC(CNc3c(N4CCCCC4)c(=O)c3=O)CC2)c(OC)c1 (stereo not given)
  -10%, -1%, -1.1%, 6%, -8%, 14%, -8%, 6%
- COc1ccccc1N1CCN(CCCC(=O)c2ccc(F)cc2)CC1
  -4%, 5%, 3.7%, 0%[46.1 µM], 0%, -1%, 7%, 4%
- COc1ccc(C(C#N)N2N=C(C)CC2(C)C)cc1OC (stereo not given)
  5%, -11%, 0.0%, 1%[46.1 µM], -3%, -5%, -2%, -3%
- CCN(CC)C(=O)c1cnn(-c2ccccc2)c1NC(=O)c1cccs1
  -1%, -1%, -1.0%, 7%[46.1 µM], -3%, 1%, -2%, 5%
- CCn1c2ccc(/C(C)=N\O)cc2c2cc(/C(C)=N\O)ccc21
  -7%, -6%, -1.1%, -12%[46.1 µM], -4%, -14%, 6%, -4%
- Cc1cc(=O)[nH]c(Cc2ccc(OC(C)C)cc2)n1
  -3%, 0%, 0.8%, 1%[46.1 µM], 1%, -7%, -5%, 3%
- O=C(Nc1c2c(nn1-c1ccc(F)cc1)CS(=O)(=O)C2)C12CC3CC(CC(C3)C1)C2
  -2%, 3%, -1.2%, -11%[46.1 µM], -4%, -5%, -2%, 3%
- Cc1ccc(S(=O)(=O)/N=C(/NC(=S)Nc2ccccc2)c2ccccc2)cc1
  2%, -5%, -1.1%, -15%[46.1 µM], -2%, -26%, 0%, 1%
- COc1ccc(-c2ccc(OC(=O)NC3CCS(=O)(=O)C3)cc2)cc1 (stereo not given)
  -3%, 8%, 3.1%, -21%, -4%, -30%, -2%, 4%
- COc1ccc(N2CCN(S(=O)(=O)c3c(C)[nH]c(=O)[nH]c3=O)CC2)cc1
  -10%, -5%, -1.1%, ., -3%, -8%, ., .
- O=C(OCCn1cncn1)c1cc2ccccc2oc1=O
  7%, -5%, -2.1%, -7%[46.1 µM], 0%, -21%, 17%, 8%

Among those listed so far, 2 have bromine:
Order of results – TRb-SRC2 inh, Tau FP inhib, Epigenetic derep, NPSR antag, TR SRC2 fluor cs, Tau fluor cs, aGal spleen mod, CBFb-RUNX1 inh
- O=C(O)/C(=C\c1ccc(Br)cc1)c1ccc(S(=O)(=O)N2CCCCC2)s1
  -5%, 6%, 0.0%, -5%[46.1 µM], -6%, 1%, 7%, -6%
- COCCn1c(C)cc(C(=O)COC(=O)c2cncc(Br)c2)c1C
  7%, -13%, 0.1%, 0%, 10%, -12%, 2%, 3%

Not all compounds are listed; count on the stated rates, not on these rows.
